# PvdQ acylase: P. aeruginosa PvdQ acylase inhibitors, primary screen, biochemical, fluorescence, plate reader and imaging, single point; PvdQ acylase [Pseudomonas aeruginosa LESB58]; purified PvdQ acylase; inhibition, % at 10 µM; 340,000 compounds, 0.063% hits; AID 488965, 2010; in the data active = inhibition above about 30%, passing the limit was not always enough; inconclusive = no clear call, values can overlap the other calls;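 note: 0% = vehicle neutral wells and 100% = reference inhibitor wells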
# RTF Ca sens inh: cardiac RTF calcium sensitivity inhibitors, primary screen, biochemical, IANBD-TnC fluorescence, EC70 calcium. inhibition, % at 7.15 µM. IANBD-labeled cardiac RTF, Ca2+ fluorescence. Troponin I, cardiac muscle (Homo sapiens) + Troponin T, cardiac muscle (Homo sapiens) + …. AID 493244, 2011. 340,000 compounds, 0.12% hits;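 active = inhibition above the mean inhibition of all tested compounds plus 3 SD, cut at about 17% in these data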;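 note: assay run at fixed EC70 calcium of 1.6 mM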
# CDK5 p35 inh: inhibitors of human CDK5/p35 kinase, primary screen, biochemical, single concentration; Recombinant CDK5/p35, ADP-Glo luminescence, 60 min; AID 488839, 2010; 330,000 compounds, 0.01% hits; Cyclin-dependent kinase 5 (Homo sapiens) + Cyclin-dependent kinase 5 activator 1 (Homo …; inhibition, % at 10 µM;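 active = highest replicate inhibition of at least 50% and at least 75% of replicates reaching 50%; inconclusive = only one of the two criteria met; inactive = both criteria failed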;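 note: plate controls were DMSO neutral control for no effect and GW8510 at 10 µM for full effect; many of its hits are not listed in these tables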
# Target sequence (Q00535 whole entry, looked up): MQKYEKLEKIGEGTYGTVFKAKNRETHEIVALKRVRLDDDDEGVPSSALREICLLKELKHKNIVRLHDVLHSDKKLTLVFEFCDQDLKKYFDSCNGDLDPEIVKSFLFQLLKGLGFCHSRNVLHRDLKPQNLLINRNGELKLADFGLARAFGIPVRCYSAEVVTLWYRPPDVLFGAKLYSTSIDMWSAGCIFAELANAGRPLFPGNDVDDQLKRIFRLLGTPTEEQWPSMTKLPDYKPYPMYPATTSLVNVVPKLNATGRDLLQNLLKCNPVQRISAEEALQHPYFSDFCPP
# Target sequence (Q15078 whole entry, looked up): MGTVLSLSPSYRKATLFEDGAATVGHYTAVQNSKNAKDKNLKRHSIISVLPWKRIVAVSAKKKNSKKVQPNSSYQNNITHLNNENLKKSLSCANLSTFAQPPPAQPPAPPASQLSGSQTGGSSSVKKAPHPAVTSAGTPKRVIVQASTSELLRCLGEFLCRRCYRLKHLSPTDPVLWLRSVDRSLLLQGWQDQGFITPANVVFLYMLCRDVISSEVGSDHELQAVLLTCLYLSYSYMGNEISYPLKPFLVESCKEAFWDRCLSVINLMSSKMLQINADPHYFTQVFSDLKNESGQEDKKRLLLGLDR
# Mot1-301 SUMO: yeast Mot1-301 growth rescue at high temperature, primary screen, SUMOylation pathway inhibitor project, S. cerevisiae, ATP luminescence, 38.5C; growth rescue, % at 18.8 µM; S. cerevisiae Mot1-301 growth rescue; percent above DMSO median, 100 means doubled; 320,000 compounds, 1% hits;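 active = every valid replicate shows activation above 250% relative to neutral control wells; inactive = the rest, any valid replicate at or below 250%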;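 note: OY570 slx delta 5 strain wells were the positive control but not used for scaling; some compounds called inactive have numbers as strong as hits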
# C-LANA FP: inhibitors of KSHV C-LANA binding to DNA, primary screen, biochemical, fluorescence polarization, FAM-LBS DNA, MBP-C-LANA, single point; AID 504423, 2011; 340,000 compounds, 0.078% hits; inhibition, % at 9 µM;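 active = highest replicate inhibition at or above 60% at 9 µM, even if other replicates fall short; inactive = all replicates below 60% inhibition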;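 note: 0% = neutral control wells and 100% = 4 µM acridine orange control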
# Keap1-Nrf2 PPI: Keap1-Nrf2 protein-protein interaction inhibitors, primary screen, biochemical, fluorescence polarization, single point; 340,000 compounds, 0.15% hits; Kelch-like ECH-associated protein 1 (Homo sapiens), Q14145; Keap1 Kelch-Nrf2 peptide fluorescence polarization, 1536-well; AID 504523, 2011; inhibition, % at 9.4 µM; in the data active = inhibition above about 12%; inconclusive = no clear call, values can overlap the other calls; inactive = below about 7.3%;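 note: human Keap1 Kelch domain with fluorescein labeled Nrf2 9mer peptide probe; 0% = neutral control wells and 100% = peptide positive control; higher means more block of Keap1 binding to Nrf2 peptide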
# PfHsp90 yeast 2: growth inhibition of PfHsp90-expressing yeast, primary screen, antimalarial PfHsp90 inhibitor project, S. cerevisiae, BacTiter-Glo luminescence, single point, set 2; BacTiter-Glo ATP, 48 h; yeast lacking PDR1 and PDR3 efflux regulators; inhibition, % at 9.4 µM; 310,000 compounds, 0.32% hits;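 active = every replicate shows inhibition above about 80%, whatever the replicate mean, limit read from the data; inconclusive = mean inhibition reaches the set limit but some replicate falls short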;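 note: 0% = DMSO neutral controls and 100% = 20 µM radicicol positive controls; yeast relying on Plasmodium falciparum Hsp90 in place of its own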
# cardiac RTF act: cardiac RTF calcium sensitivity activators, primary screen, biochemical, IANBD-TnC fluorescence, EC20 calcium; Troponin I, cardiac muscle (Homo sapiens) + Troponin T, cardiac muscle (Homo sapiens) + …; IANBD-labeled TnC RTF fluorescence at EC20 calcium; 0% EC20 calcium, 100% full calcium; activation, % at 7.2 µM; 340,000 compounds, 0.24% hits; AID 493008, 2010;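 active = activation above the mean over all tested compounds plus 3 SD, cut at about 30% in these data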;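 note: rise in fluorescence read as greater calcium sensitivity of cardiac thin filaments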
# Rtt109 HAT inh: inhibitors of C. albicans Rtt109/Vps75 HAT, primary screen, biochemical, ThioGlo CoA-SH fluorescence, plate reader. Histone acetyltransferase RTT109 (Candida albicans (strain SC5314 / ATCC MYA-2876)), …. purified Rtt109/Vps75, 4 h. inhibition, % at 34.9 µM. 330,000 compounds, 0.16% hits;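 active = inhibition of at least 50% in every replicate; inconclusive = best replicate reaches 50% inhibition but some replicates fall short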
# dFosB act: activators of delta FosB homodimer, primary screen, biochemical, fluorescence polarization, TAMRA-CDK5 oligo, single point; Protein FosB (Mus musculus), P13346; purified delta FosB; percent of positive-control signal above neutral wells; activation, % at 25 µM; 340,000 compounds, 0.99% hits;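 active = mean activation above about 17%, with every replicate also reaching it, limit read from the data, passing the limit was not always enough; inconclusive = only one of the two conditions met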;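 note: fluorescence polarization rise as delta FosB binds a TAMRA Cdk5 AP-1 oligo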
# Target sequence (P13346 whole entry, looked up): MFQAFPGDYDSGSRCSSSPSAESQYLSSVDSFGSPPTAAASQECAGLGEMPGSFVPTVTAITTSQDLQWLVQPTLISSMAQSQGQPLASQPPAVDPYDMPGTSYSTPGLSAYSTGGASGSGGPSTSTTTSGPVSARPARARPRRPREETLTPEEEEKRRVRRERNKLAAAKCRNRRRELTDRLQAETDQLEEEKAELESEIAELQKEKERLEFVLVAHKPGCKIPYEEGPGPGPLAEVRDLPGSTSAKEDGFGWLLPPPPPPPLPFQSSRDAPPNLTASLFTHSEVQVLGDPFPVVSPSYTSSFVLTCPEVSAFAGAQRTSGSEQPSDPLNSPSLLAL
# NSD2 HMT inh: NSD2 histone methyltransferase inhibitors, primary screen, biochemical, AlphaScreen, single concentration, set 2; NSD2 peptide methylation, 120 min; Histone-lysine N-methyltransferase NSD2 (Homo sapiens), O96028; inhibition, % at 12.5 µM; AID 743445, 2014; 310,000 compounds, 0.54% hits; in the data active = inhibition above about 50%
# Numbers without * were called inactive; ? = inconclusive; . = not tested or not shown.
SMILES	Rtt109 HAT inh	Keap1-Nrf2 PPI	Mot1-301 SUMO	PfHsp90 yeast 2	CDK5 p35 inh	RTF Ca sens inh	cardiac RTF act	C-LANA FP	NSD2 HMT inh	dFosB act	PvdQ acylase
COc1ccc(CNC(=O)CCCn2nc(C)c3c(C)n(-c4ccc(C)cc4)nc3c2=O)cc1OC	-7	6	11	16	-0.2	-6	5	0.9	-2	-11	-10
CCCn1c(N)c(N(CCOC)C(=O)c2ccc(N3CCCC3=O)cc2)c(=O)[nH]c1=O	8	0	-16	-4	1.1	-2	2	1.2	-1	-2	-15
O=C1C2C3C=CC(C3)C2C(=O)N1c1ccc(N2CCN(c3ccccn3)CC2)c([N+](=O)[O-])c1 (stereo not given)	1	-4	-9	-5	-1.0	1	3	0.2	3	-19	-9
COc1ccc(N2C(S)=C(C#N)C(=O)NC23CCCCC3)cc1	1	-5	1	-8	-0.3	-9	9	-0.5	0	-2	-16
COc1ccc(CC(=O)n2nc(-c3ccc(Cl)cc3)nc2NCc2ccco2)cc1	-12	2	20	20	1.3	-8	0	-1.2	0	-10	-10
O=C(NCc1ccc(F)cc1)c1ccccc1OCc1ccccc1	-13	0	.	-20	-0.6	-11	3	-0.3	0	-7	-2
COc1ccc(-n2c(=O)c3c4c(sc3n(CC(=O)Nc3cc(C)[nH]n3)c2=O)CCC4)c(OC)c1	15	-3	4	-3	0.0	-18	0	-0.6	.	-12	-15
Cc1ccc(CS(=O)(=O)Cc2ccc(C(=O)NCC3CCCO3)o2)cc1 (stereo not given)	.	3	19	10	-0.7	-2	1	-1.1	0	-3	-1
CC1(C)Oc2ccc(C(=O)N3CCCC3)cc2N(CC(=O)NCc2ccccc2)C1=O	-11	1	-4	19	1.0	0	4	0.4	-6	0	4
CCC(C)N(C(=O)COC(=O)c1nc2nc(C)cc(C)n2n1)C1CCS(=O)(=O)C1 (stereo not given)	-7	-4	317	-2	-1.4	5	3	-13	0	-4	6
CCC(C)NC(=O)C1c2cc(OC)c(OC)cc2C(=O)N(C)C1c1ccc(OC)cc1 (stereo not given)	-3	0	78	0	0.0	6	-4	3.3	0	-1	-2
CC1(C)Cc2c(c(N3CCCC3)nc3sc4c(N5CCN(CCO)CC5)ncnc4c23)CO1	29	-6	707*	2	-1.4	-5	3	-3.3	14	-2	-6
CCCCNC(=O)C1CCN(S(=O)(=O)N2CCCCCC2)CC1	2	-5	0	24	-2.6	0	1	-0.2	-1	-8	-7
Cc1ccc(NC(=O)c2cnccn2)c(OC(F)F)c1	7	7	-16	-8	-1.4	-4	-2	-0.3	-1	-5	-9
COc1cc(NC(=S)N2CCN(CCO)CC2)cc(OC)c1	-2	-5	149	-76	1.2	-3	1	0.7	0	-1	-16
COc1ccccc1/C=C(/NC(=O)c1ccc(Cl)cc1Cl)C(=O)O	-6	-8	0	-43	0.6	-5	9	0.1	-2	-7	-21
CCc1cccc(NC(=O)c2cccc3c2C(=O)N(C2CCCCC2)C3)c1	-11	0	-3	21	0.7	-2	0	-0.1	-7	-21	-16
Cc1cc(C)cc(N(CCC#N)C(=O)CSC2=Nc3ccccc3C3CC=NN23)c1 (stereo not given)	13	-1	-17	36	1.1	-6	-5	-0.3	-4	-12	-2
O=C(CN1c2ccccc2Sc2ccccc21)N/N=C/c1ccccc1	-4	-1	18	-10	-1.1	-3	-1	-0.3	0	0	-13
COc1c(C)cccc1C(=O)Nc1ccc(N2CCN(S(C)(=O)=O)CC2)cc1	18	-5	10	3	0.0	6	2	-0.2	-1	-4	14
CCOc1ccccc1NC(=O)CSc1nnnn1Cc1ccccc1	-3	-4	32	.	-3.6	-10	-6	0.6	-2	-4	-12
COc1ccc(C(=O)NNC2=NCCCCC2)cc1	.	6	0	4	-1.7	3	-7	0.6	-2	0	-6
COc1cccc(/C=N/NC(=O)c2nc(-c3ccccc3)cc(-c3ccccc3)n2)c1O	-2	0	65	19	-1.2	-1	3	1.3	-2	1	3
O=C(COC(=O)c1ccc(Br)o1)Nc1ccc(N2CCOCC2)cc1	3	3	.	-4	0.8	-6	1	-2.1	-5	-6	-1
O=[N+]([O-])c1ccc(N2CCN(C(=S)Nc3ccc(F)cc3F)CC2)cc1	1	-2	-4	8	-0.9	0	6	0.5	0	-11	7
COc1ccccc1-n1cnnc1SCC(=O)N1CCOCC1	-13	1	19	2	-0.2	7	3	-0.4	9	4	4
O=C(CN1C(=O)NC2(CCCCCC2)C1=O)N1CCN(c2ccccc2)CC1	-24	1	-11	13	-1.5	0	-4	0.4	-1	-4	-16
CCn1c(SCC(=O)Nc2oc(C)c3c(C)n[nH]c(=O)c23)nc2sc(C)c(C)c2c1=O	1	0	469	-25	-0.3	-3	-7	-0.3	.	-10	-11
CC(=O)Nc1cc[n+](C(C)C(=O)c2ccc(Cl)cc2)cc1 (stereo not given)	-2	-3	-9	11	0.4	-3	0	3.7	-4	-14	-12
COc1cccc(-n2cnnn2)c1	3	-3	-8	.	-1.2	-17	1	0.4	-2	1	5
COc1ccc(OCC(=O)Nc2cc(C)c(Cl)cc2OC)c([N+](=O)[O-])c1	-6	1	-10	-21	0.0	-5	-2	0.2	-1	-6	-2
CCC(=O)Nc1cc(Cl)ccc1C(=O)O	2	-4	-12	.	-2.1	7	-2	2.8	-1	6	-4
CCCOC(=O)Cc1c(O)c2ccccc2[nH]c1=O	6	-3	8	-30	-0.1	-15	-5	-1.2	6	-1	-10
Cc1ccc(C)c(NC(=O)C2CC(=O)N(C(C)C)C2)c1 (stereo not given)	-13	?	-10	.	0.6	-18	8	0.7	.	-2	-14
COCCNC(=O)C1CC(c2ccc(F)cc2)=NO1 (stereo not given)	4	-2	-13	.	-1.2	11	-1	0.7	9	-9	10
O=C(NCC(=O)N(Cc1ccco1)C(C(=O)NC1CCCC1)c1ccncc1)c1cccs1 (stereo not given)	-8	-2	3	4	-1.5	-10	-5	2.1	1	-4	-8
CC(C)N(Cc1ccccc1)C(=O)C1CCCN(c2ncnc3c2nc2n3CCCCC2)C1 (stereo not given)	15	4	-15	19	0.8	6	-7	-0.2	54*	-4	1
CCOC(=O)c1c(NC(C)=O)sc2c1CCC(C=O)=C2Sc1ccccc1	10	-4	-20	-8	0.1	-11	7	0.4	-6	-8	-13
Cc1nc2c(cnn2CCO)c(=O)[nH]1	2	0	.	-9	2.0	1	-3	.	2	-6	13
Cc1cc(NC(=O)c2cn(C3CCCCC3)c(=O)c3c2c2ccccc2n3C)no1	-7	3	10	5	1.5	-11	0	-1.1	.	-1	-2
O=C(Nc1nccs1)c1ccc(-c2cccc([N+](=O)[O-])c2)o1	1	-1	4	17	-1.0	1	-7	-0.1	4	26*	-5
CC(C)Cn1c(/C=C/c2ccccc2)nc2ccccc21	-7	-3	93	-10	-1.1	1	1	0.2	-10	-3	-21
COc1ccccc1CN1CCN(Cc2nc(-c3ccc(C)cc3)oc2C)CC1	25	-3	7	5	-0.6	-6	-1	1.2	13	-8	6
COc1ccc(N(CC(=O)Nc2ccccc2OC)S(=O)(=O)c2ccccc2)cc1Cl	0	-6	13	11	-1.0	1	1	-0.4	-1	-1	-11
Cc1ccc(CNC(=O)CSc2nc3[nH]ncc3c(=O)[nH]2)cc1	-3	-5	-25	4	-2.8	-2	1	0.0	-2	-1	-15
COC(=O)c1ccc(S(=O)(=O)N2CCN(C)CC2)n1C	6	1	-13	0	0.9	-1	1	0.3	-3	1	2
O=C(Nc1ccc(S(=O)(=O)Nc2nccs2)cc1)c1c(F)c(F)c(F)c(F)c1F	-18	-1	4	18	2.4	-3	-3	1.7	0	-7	-17
Cc1ccc(-c2cc(-c3ccc(Cl)cc3)c(C#N)c(N)n2)o1	0	1	16	-30	2.5	-19	-3	2.2	.	-21	-22
Cc1cc2ccc3ccccc3c2cc1CN(C)C	8	-1	-23	4	1.0	.	.	-2.3	16	-18	-6
COc1ccc(/C=[N+](\[O-])C2N(c3ccccc3)C(=S)SC2(C)C)cc1OC (stereo not given)	-3	-4	-22	18	2.4	-2	16	2.7	-2	1	-9
O=C(NNC(=O)c1cccnc1)Nc1ccc(Cl)c(Cl)c1	-8	0	186	-9	-1.1	-26	-3	-1.1	0	-14	-5
COc1ccc(Cl)cc1NC(=O)CSc1nc2ccsc2c(=O)n1CC1CCC(C(=O)O)CC1 (stereo not given)	6	-2	-16	-19	0.6	0	-5	0.5	-2	0	0
Cc1ccc2c(C)c(C(=O)Nc3c(C)n(C)n(-c4ccccc4)c3=O)oc2c1C	9	5	-10	2	0.2	3	-2	1.6	-1	-11	-4
COc1ccc(N2CCN(c3nccs3)CC2)cc1	0	-3	3	0	-0.6	-23	-1	-2.7	3	-5	-8
CC(NC(=O)c1cc(S(=O)(=O)N2CCOCC2)ccc1N1CCCC1)c1ccc(Cl)c(Cl)c1 (stereo not given)	-9	-1	19	.	-2.6	-6	-3	-0.1	1	-9	-10
O=[N+]([O-])c1ccc(C2(O)CN(c3ccccc3)C3=[N+]2CCS3)cc1 (stereo not given)	1	0	-3	-4	-1.0	-8	6	1.4	0	-10	3
O=C(CN1CCCc2ccccc21)NC(=O)NCc1ccco1	0	-2	8	.	5.9	-15	7	0.3	4	1	8
Cc1ccc(-c2nn3c(C)nnc3c3ccccc23)cc1S(=O)(=O)N1CCN(CCO)CC1	3	-3	4	3	-1.7	-4	1	0.1	1	-17	-4

# Compound activity (PubChem BioAssay)
